PAFAH1B3 inh = blocks human PAF acetylhydrolase 1B catalytic subunit 3; recombinant PAFAH1B3, FP-rhodamine probe, fluorescence polarization; actives 0.28% (n = 340,000); Q15102; inhibition, % at 3.39 µM;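 active means inhibition above the screen-wide average of all tested compounds plus 3 SD, cut at about 25% in these data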;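 further: 0% = enzyme with DMSO only and 100% = wells lacking PAFAH1B3 protein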
PAFAH2 FP inh = inhibitors of human PAFAH2; Q99487; recombinant PAFAH2, FP-rhodamine activity probe, fluorescence polarization; inhibition, % at 3.39 µM; actives 0.99% (n = 340,000);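 active means inhibition above the mean over all tested compounds plus 3 SD, cut at about 30% in these data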;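 further: inhibitors block probe labeling of enzyme so polarization drops; 0% = enzyme with DMSO and 100% = wells lacking PAFAH2 protein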
LYPLA1 inh = blocks human lysophospholipase 1, a PME1 counter-screen. actives 0.16% (n = 320,000). recombinant LYPLA1, FP-Rh probe fluorescence polarization. inhibition, % at 5.9 µM. O75608;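 active means inhibition above the mean of all tested compounds plus 3 SD, set per campaign, cut at about 14% in these data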;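 further: inhibitors block serine hydrolase probe labeling of LYPLA1 so polarization falls; 0% = enzyme with DMSO and 100% = wells lacking LYPLA1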
PAD4 FP inh = PAD4 (human) enzyme inhibition | Q9UM07 | recombinant PAD4, RCA probe fluorescence polarization | inhibition, % at 6.36 µM | actives 0.41% (n = 330,000);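 active means percent inhibition above a cutoff equal to the mean of all tested compounds plus 3 SD, cut at about 15% in these data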;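 further: 0% = PAD4 with RCA probe and DMSO and 100% = probe without PAD4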
GSTO1 inh = GSTO1 inhibition, counter-screen for RBBP9 inhibitors. AID 1974. recombinant GSTO1, activity-based probe fluorescence polarization. actives 1.1% (n = 300,000). P78417. inhibition, % at 5.96 µM;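 active means inhibition above the campaign mean inhibition plus 3 SD, cut at about 35% in these data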;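 further: 0% = GSTO1-1 with DMSO and 100% = wells lacking GSTO1-1 enzyme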
PAFAH1B2 inh = blocks human PAF acetylhydrolase 1b catalytic subunit 2 | P68402 | recombinant PAFAH1B2, FP-rhodamine activity probe, fluorescence polarization | inhibition, % at 3.39 µM | actives 1.2% (n = 340,000) | AID 492953;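 active means inhibition above the mean of all tested compounds plus 3 SD, cut at about 24% in these data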;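 further: 0% = enzyme with DMSO and 100% = wells lacking PAFAH1B2; many of its hits are not listed in these tables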
Target sequence (P68402 whole entry, looked up): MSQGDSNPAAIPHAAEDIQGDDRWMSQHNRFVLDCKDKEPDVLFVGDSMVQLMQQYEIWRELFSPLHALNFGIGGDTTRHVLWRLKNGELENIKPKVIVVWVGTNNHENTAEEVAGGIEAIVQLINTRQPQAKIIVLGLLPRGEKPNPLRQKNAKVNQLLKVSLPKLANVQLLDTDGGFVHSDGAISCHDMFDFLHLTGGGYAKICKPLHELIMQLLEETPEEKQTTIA
pPAFAH FP inh = inhibitors of human plasma PAF acetylhydrolase (pPAFAH); Q13093; recombinant pPAFAH, FP-rhodamine probe fluorescence polarization; inhibition, % at 3.39 µM; actives 1.5% (n = 330,000); AID 463082;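 active means inhibition above the mean inhibition across the screen plus 3 SD, cut at about 25% in these data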;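 further: inhibitors block binding of the rhodamine activity-based probe so polarization drops; 0% = enzyme with DMSO and 100% = wells lacking pPAFAH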
Target sequence (Q13093 whole entry, looked up): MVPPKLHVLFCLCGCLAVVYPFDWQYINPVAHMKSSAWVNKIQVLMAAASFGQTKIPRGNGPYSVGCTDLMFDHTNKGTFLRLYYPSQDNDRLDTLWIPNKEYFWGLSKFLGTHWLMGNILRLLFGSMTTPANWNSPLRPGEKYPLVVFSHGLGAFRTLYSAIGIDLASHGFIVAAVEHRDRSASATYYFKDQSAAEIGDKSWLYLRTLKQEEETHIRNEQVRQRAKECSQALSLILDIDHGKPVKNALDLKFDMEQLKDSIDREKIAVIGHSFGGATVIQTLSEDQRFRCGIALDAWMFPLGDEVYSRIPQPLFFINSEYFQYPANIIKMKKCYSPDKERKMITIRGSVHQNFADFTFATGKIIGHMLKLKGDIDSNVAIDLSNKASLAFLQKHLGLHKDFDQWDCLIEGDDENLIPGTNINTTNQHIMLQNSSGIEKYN
LYPLA2 counter = blocks human lysophospholipase 2, a PME1 counter-screen. AID 2177. O95372. inhibition, % at 5.9 µM. actives 0.38% (n = 320,000). recombinant LYPLA2, FP-Rh probe fluorescence polarization;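 active means inhibition above the screen-wide mean plus 3 SD, limit set per campaign, cut at about 26% in these data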;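 further: 0% = LYPLA2 with DMSO and 100% = wells lacking LYPLA2 enzyme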
Target sequence (O95372 whole entry, looked up): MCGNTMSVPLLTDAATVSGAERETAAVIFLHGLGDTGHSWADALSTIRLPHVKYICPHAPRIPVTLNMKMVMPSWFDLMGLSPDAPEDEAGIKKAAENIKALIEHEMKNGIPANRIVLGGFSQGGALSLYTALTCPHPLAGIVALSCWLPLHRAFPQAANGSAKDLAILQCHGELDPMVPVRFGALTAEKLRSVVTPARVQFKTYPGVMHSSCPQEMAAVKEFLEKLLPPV
PME-1 primary = PME-1 (human) inhibition | recombinant PME-1, FP-Rh probe fluorescence polarization | AID 2130 | actives 0.53% (n = 320,000) | inhibition, % at 5.9 µM;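 active means inhibition above the campaign mean of all compounds plus 3 SD, cut at about 26% in these data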;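 further: competitive labeling of PME-1 active site by serine hydrolase directed probe; 0% = PME-1 with DMSO and 100% = wells lacking PME-1 enzyme; inhibitors block probe labeling so polarization falls and inhibition rises; many of its hits are not listed in these tables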
The depositor's hits bear a star; . = not tested or not shown. These rows are one share of the data; count on the stated rates, not on these rows.

nr	SMILES	GSTO1 inh	pPAFAH FP inh	PAD4 FP inh	PAFAH2 FP inh	LYPLA2 counter	LYPLA1 inh	PAFAH1B3 inh	PME-1 primary	PAFAH1B2 inh
1	O=C(CSCSCC(=O)Nc1ccc2c(c1)OCO2)Nc1ccc2c(c1)OCO2	7.2	2.6	-6.2	9.7	11.8	2.3	10.5	1.6	1.3
2	CCOC(=O)N1CCC(NC(=O)CC2C(=O)NCCN2Cc2ccccc2F)CC1 (stereo not given)	1.2	49.5*	-1.4	3.8	1.0	5.1	9.2	6.7	2.5
3	O=C(Nc1cc(Cl)ccc1F)c1ccc(-n2cncn2)c([N+](=O)[O-])c1	0.6	3.7	-0.5	4.3	5.5	2.3	5.4	-0.1	4.0
4	COc1ccc(CNC(=S)Nc2cccc(Cl)c2)cc1	-7.2	3.0	-1.0	.	-1.4	-5.4	.	-1.9	.
5	O=C1C2(CCCC13COC(c1ccc(O)cc1)OC3)COC(c1ccc(O)cc1)OC2 (stereo not given)	4.5	-1.4	-1.6	.	4.3	2.5	.	1.6	.
6	Cc1csc2ncc(C(=O)NCc3ccccc3Cl)c(=O)n12	-0.7	-3.1	1.9	-2.9	-2.9	-1.2	14.9	0.8	-4.7
7	OCC[C@H]1C[C@H](O)[C@@H](O)[C@]2(CCc3ccccc3O2)O1	3.7	0.9	1.3	0.1	-2.1	-0.2	13.0	-7.1	2.4
8	O=S(=O)(NC(=NCCc1ccc(Cl)cc1)c1ccccc1Cl)c1cccs1	-1.6	3.1	2.1	15.1	-1.2	-0.1	-1.1	2.3	47.5*
9	Cc1ccc(NC(=O)C2Oc3ccccc3OC2C)cc1 (stereo not given)	4.1	-2.6	1.9	-4.1	-2.9	0.5	0.1	-1.4	3.4
10	O=C(Oc1ccnc2cc(Cl)ccc12)N1CCOCC1	-4.8	39.6*	2.9	28.5	5.4	3.5	-0.8	-0.6	-3.4
11	O=C(COc1ccccc1F)Nc1nnc(-c2ccncc2)s1	-4.0	3.3	-6.0	1.6	2.2	0.3	7.2	-0.6	-5.2
12	CCc1ccc(NC(=O)NCCN2CCCCC2)cc1	7.4	-4.4	-1.9	4.1	-6.2	-5.0	6.7	0.8	4.9
13	CCNS(=O)(=O)c1ccc(CCC(=O)N2CCN(c3cccc(Cl)c3)CC2)cc1	-6.0	8.6	-5.4	1.0	-1.5	-2.3	-3.6	1.9	3.0
14	COc1cccc(C(=O)CN(C(=O)c2ccc(Cl)c(Cl)c2)N2C(=O)c3ccccc3C2=O)c1	8.5	2.4	-4.4	5.5	3.0	-0.8	11.1	-6.5	-0.6
15	COc1ccc(C(C)(C)C)cc1NC(=O)C1C2C=CC(C2)C1C(=O)O (stereo not given)	11.2	3.1	-2.5	6.2	2.7	1.0	7.8	-1.1	0.7
16	N=c1c(S(=O)(=O)c2ccc(Br)cc2)cc2c(=O)n3ccccc3nc2n1C1CCCCC1	0.0	-0.7	0.1	-4.8	-2.7	-3.5	7.9	4.1	-4.6
17	Cc1csc(NC(=O)Cc2ccc(F)cc2)n1	-2.4	2.6	1.4	3.2	-0.5	1.7	9.9	-1.0	7.9
18	CN(Cc1ccco1)C(=O)c1cc2c(s1)-c1ccc(Cl)cc1S(=O)(=O)C2	-2.4	1.8	-3.6	51.1*	1.3	-0.2	3.3	1.8	-1.4
19	CC(C)Cn1c(-c2ccco2)csc1=Nc1cccnc1	5.2	4.7	-3.0	-4.3	-3.5	-6.2	7.2	2.3	3.5
20	O=C(O)c1ccccc1-c1nnc2c(Cl)cc(C(F)(F)F)cn12	-1.7	5.2	-2.5	7.5	3.0	-1.1	10.8	-3.2	2.4
21	CC(C)=CCc1cc(-c2oc3cc(O)cc(O)c3c(=O)c2O)ccc1O	5.6	34.0*	-3.1	-8.4	5.7	-2.0	26.2*	34.1*	12.6
22	Cc1cc(C)cc(OCC(=O)OCC(=O)N2CCc3ccccc32)c1	6.4	19.3	-3.6	1.5	1.0	1.1	5.9	3.9	-6.2
23	Cc1c(Br)c([N+](=O)[O-])nn1CC(=O)N1CCN(Cc2ccccc2)CC1	-1.7	-0.2	3.4	1.1	-10.2	1.0	10.2	-5.6	2.2
24	Cc1onc(-c2ccccc2)c1C(=O)NNC(=O)c1ccccc1O	47.0*	-1.4	2.4	2.5	6.7	1.0	12.5	-5.4	2.5
25	CCOC(CNC(=O)C(=O)Nc1cc2c3c(c1)CCN3C(=O)CC2)OCC	14.2	-1.4	6.4	-4.7	1.1	-3.9	-0.5	-2.9	5.4
26	CCC(C)NS(=O)(=O)c1ccc(OCC(=O)Nc2ccc3c(c2)OCCO3)cc1 (stereo not given)	-1.8	4.0	1.5	0.4	-2.3	-0.6	-3.0	-1.1	4.5
27	Cc1[nH]nc2oc(=O)c(CCO)c(C)c12	1.2	-1.1	1.8	0.3	3.1	0.5	-5.7	3.9	0.9
28	CCN(CC)CCN1C(=O)C2C(C(=O)Nc3cc(C)cc(C)c3)C3C=CC2(O3)C1C(=O)NC1CCCCC1 (stereo not given)	2.7	0.0	-1.6	2.0	-2.8	-2.8	7.3	-3.7	0.0
29	Cc1ccc(S(=O)(=O)CCC(=O)OCc2cc(C)ccc2C)cc1	4.2	5.0	-2.5	0.5	1.0	-1.6	4.3	3.4	3.8
30	CCN(CCCNC(=O)COc1cc(=O)n(CC)c2ccccc12)c1ccccc1	-10.7	7.9	-0.9	3.4	-5.2	-1.4	3.5	11.0	2.2
31	O=C(OCC(=O)N1CCCc2ccccc21)c1cccc(C(F)(F)F)c1	-7.6	-1.7	2.8	-1.4	0.2	0.0	6.1	2.7	5.2
32	Cn1c(CNC(=O)CNS(=O)(=O)c2ccc(Br)cc2)cc(=O)n(C)c1=O	-0.2	2.1	0.0	3.6	7.5	0.8	5.7	-3.4	4.1
33	C/C(CC(=O)Nc1ccccc1-c1ccccc1)=N\NC(=O)COc1ccc(C)cc1Br	-0.8	0.9	-2.7	3.5	-3.1	-0.1	0.2	-0.9	2.7
34	Cc1ccc(-c2c(C(=O)Nc3ccccc3C)c(C)[nH]c(=S)c2C#N)o1	12.2	27.3*	-20.1	.	-3.8	-6.1	.	-0.1	.
35	C/C(CC(=O)Nc1cccnc1)=N/NC(=O)COc1ccc(Cl)cc1Br	-2.6	1.1	-1.3	-2.8	5.5	2.8	12.3	3.3	4.3
36	O=C(NCCCn1cccn1)C1CCC(=O)N(CCc2ccccc2)C1 (stereo not given)	5.1	0.5	-3.6	-5.7	0.1	3.2	5.1	1.0	1.3
37	O=C(CN1C(=O)S/C(=C\c2ccc(Cl)cc2)C1=O)NNC(=O)c1ccccc1O	22.8	29.1*	6.0	7.3	-2.0	-1.5	4.4	-2.2	2.0
38	CCCNC(=O)COC(=O)c1ccc(Cl)c(S(=O)(=O)N2CCCC2)c1	-4.0	9.1	4.0	34.1*	7.5	1.3	-0.7	-5.0	0.6
39	CC(=O)Nc1ccc2c(c1)N(C(=O)CN(C)C)c1ccccc1CC2	7.7	1.1	-2.5	2.2	4.0	0.1	6.5	-2.7	1.7
40	CCOc1ccc(NS(=O)(=O)c2ccc(C(=O)NCC(c3ccc(OC)cc3)N3CCCC3)cc2)cc1 (stereo not given)	21.9	49.0*	-1.3	8.1	-4.4	-3.4	3.1	-1.4	1.9
41	CCCCc1nc(SCCN2CCOCC2)c2c(=O)n(C)c(=O)n(C)c2n1	-1.9	3.8	-2.8	-4.8	5.5	0.0	-0.4	-0.2	-1.6
42	NS(=O)(=O)c1cccc(NC(=O)CSc2nnc3n2CCCCC3)c1	.	-0.2	3.0	-0.6	.	.	3.7	.	-0.6
43	Cc1cc(/C(N)=N/OC(=O)c2cccc(Cl)c2)no1	8.2	7.8	4.3	.	1.1	-0.1	.	0.1	.
44	COc1cc(Cl)c(C)cc1NC(=O)[C@@H]1CCCN1C(=O)c1cccs1	2.8	-6.9	-6.1	-0.4	-1.2	-0.6	-0.4	4.2	0.0
45	CCn1nc(C)c(/C=N/NC(=O)Cn2nnc(N)n2)c1C	1.0	0.2	6.3	3.3	-2.8	-3.0	5.4	2.1	0.4
46	Cc1c(C(=O)OCC2CCCO2)[nH]c2c1C(=O)CC(c1ccc(N(C)C)cc1)C2 (stereo not given)	3.0	7.5	-2.5	-0.8	0.5	-2.1	-3.8	-1.3	-0.8
47	COC(=O)c1cc(OC)c(OC)cc1NC(=O)CCc1ccc(C)o1	5.5	0.3	-8.4	-0.8	-0.9	-2.1	-6.2	-0.2	-0.1
48	COc1ccc(OC)c(C(=O)c2coc3ccc(OC(C)=O)cc23)c1	2.6	0.6	-3.6	-8.0	-0.6	-2.5	5.2	-4.0	0.5
49	Cn1c(N)c(C(=O)COC(=O)C2CCCC2)c(=O)n(C)c1=O	0.0	-2.4	-1.7	-3.1	0.5	2.9	-2.4	0.6	-4.2
50	C=CC[N+]1(CC=C)CCOCC1	3.2	6.4	3.0	-4.0	2.5	2.4	1.8	2.2	-2.8
51	Cc1ccc(/C=N/N2CCN(c3ccccn3)CC2)cc1	3.5	2.3	-6.1	1.1	0.2	-5.1	6.2	0.3	5.5
52	O=C(OCC(=O)N1CCCc2ccccc21)c1ccc(Cl)nc1	-1.9	0.7	-1.5	5.7	-1.0	-1.5	0.9	1.0	-3.4
53	O=C(NCCC1=CCCCC1)C1CCN(S(=O)(=O)c2cnc[nH]2)CC1	5.6	2.2	6.0	1.4	-0.4	0.8	1.9	-6.5	9.2
54	COc1ccc(C(=O)NNC(=S)Nc2ccccc2)cc1	1.1	5.6	2.1	-7.7	4.8	2.7	8.6	1.7	4.7
55	CC1CC(C)(C)NC(=S)N1CC(=O)N1CCN(Cc2ccccc2)CC1 (stereo not given)	-8.6	0.2	7.7	1.4	-2.3	-3.8	6.8	3.2	4.2
56	COc1cc(C(=O)NNC(=S)NC(=O)/C=C/c2ccccc2)cc(OC)c1OC	-8.3	13.7	2.2	-1.1	-0.5	0.4	14.0	4.3	5.0
57	CC(Sc1nc2nn(-c3ccccc3)c(=O)c-2c2n1CCCCC2)C(N)=O (stereo not given)	8.9	8.5	-1.7	-9.2	3.2	2.0	2.5	-3.5	-2.2
58	N#Cc1ccc(Cl)cc1NC(=O)COC(=O)c1ccc2c(c1)OCCO2	-6.1	10.0	-1.2	65.9*	-11.8	-7.7	1.1	-2.2	-4.9
59	O=C(CC(Sc1ccc(Br)cc1)C(=O)O)c1ccc(Br)cc1 (stereo not given)	-6.1	4.2	6.0	.	-5.8	-3.0	.	6.1	.
60	Cc1ccc(NC(=S)Nc2ccccn2)c(C)c1	-0.4	-3.3	4.0	3.9	0.8	-0.7	9.5	23.8	1.1
61	Cc1nn(-c2ccccc2)c(Cl)c1/C=N/Nc1nc2ccccc2n1C	4.1	11.3	-0.1	-0.4	-1.6	1.8	-3.7	-28.2	-1.6
62	O=C(C1CCCN1S(=O)(=O)c1cccc2cccnc12)N1CCc2ccccc2C1 (stereo not given)	7.2	4.3	-3.2	-2.9	0.8	1.7	6.0	-2.6	4.6
